Screens (PubChem)
HTR5A inv ag: counter-screen for OPRM1-OPRD1 inverse agonists: human HTR5A inverse agonism; HTR5A cell line, luminescence; AID 504634; inhibition, % at 9.3 µM; actives 0.083% (n = 340,000); in the data active = inhibition mostly above about 23%, no sharp cut-off; inactive = mostly below about 18%;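 note: 0% = cells with DMSO and 100% = no-cell wells with DMSO; some compounds called inactive have numbers as strong as hits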
Target sequence (P47898 whole entry, looked up): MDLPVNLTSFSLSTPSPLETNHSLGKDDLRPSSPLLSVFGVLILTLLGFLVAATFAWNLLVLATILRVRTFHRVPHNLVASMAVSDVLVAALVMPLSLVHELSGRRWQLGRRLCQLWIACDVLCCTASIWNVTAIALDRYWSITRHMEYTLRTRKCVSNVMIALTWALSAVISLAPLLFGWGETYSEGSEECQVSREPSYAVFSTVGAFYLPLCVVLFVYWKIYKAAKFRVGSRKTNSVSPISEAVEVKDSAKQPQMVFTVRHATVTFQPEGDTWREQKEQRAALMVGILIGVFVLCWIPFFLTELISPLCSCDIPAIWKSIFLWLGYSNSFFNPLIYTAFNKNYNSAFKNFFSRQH
PKA-R2B activ: activates the human PKA-R2B holoenzyme complex; P22694+P31323; PKA-R2B holoenzyme dissociation, Cy5-IP20 fluorescence polarization; R2B truncated from residue 108, S112A mutant; 0% DMSO only, 100% 113 µM cGMP; activation, % at 11.4 µM; actives 0.079% (n = 340,000);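 active = activation above a cutoff set at the mean over all compounds plus 3 SD, cut at about 18% in these data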;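 note: higher means more holoenzyme dissociation and a rise in polarization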
Target sequence (P31323 whole entry, looked up, other chains not shown, the tested form may be a part): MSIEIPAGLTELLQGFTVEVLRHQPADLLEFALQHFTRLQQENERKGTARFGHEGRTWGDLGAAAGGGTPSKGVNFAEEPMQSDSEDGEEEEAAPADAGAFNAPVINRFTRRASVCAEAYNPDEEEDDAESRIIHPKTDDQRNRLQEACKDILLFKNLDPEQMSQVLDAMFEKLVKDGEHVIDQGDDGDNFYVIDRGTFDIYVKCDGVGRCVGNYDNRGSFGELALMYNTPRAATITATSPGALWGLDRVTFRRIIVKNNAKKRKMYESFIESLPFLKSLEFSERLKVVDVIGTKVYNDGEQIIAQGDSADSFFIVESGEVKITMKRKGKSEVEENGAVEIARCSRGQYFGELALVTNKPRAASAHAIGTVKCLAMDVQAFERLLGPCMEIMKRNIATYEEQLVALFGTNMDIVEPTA
Ecoli viability: counter-screen for AddAB inhibitors: E. coli growth inhibition. AID 449728. E. coli V3065 growth, OD600 absorbance, 18 h. actives 0.27% (n = 330,000). inhibition, % at 11.9 µM;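 active = inhibition above the campaign's mean inhibition across all tested compounds plus 3 SD, cut at about 9.9% in these data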;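 note: uninfected addAB+ strain grown without phage in ampicillin broth; 0% = DMSO wells and 100% = ciprofloxacin 0.95 µg/ml wells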
AddAB inh: less growth of phage-infected E. coli with AddAB; inhibition, % at 11.9 µM; E. coli expressing H. pylori AddAB, absorbance growth; actives 0.29% (n = 330,000); in the data active = inhibition above about 12%;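 note: 0% = vehicle wells of infected cells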
PKA-R1A activ: PKA-R1A complex activation. PKA-R1A dissociation, Cy5-IP20 fluorescence polarization; scaled: DMSO 0%, 113 µM cGMP 100%. activation, % at 11.4 µM. actives 0.083% (n = 340,000);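 active = percent activation above the mean of all tested compounds plus 3 SD, cut at about 19% in these data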;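 note: higher means more PKAc released from R1A so a rise in polarization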
OPRM1-OPRD1 ag: OPRM1-OPRD1 heterodimerization agonism; activation, % at 9.3 µM; AID 504326; P35372+P41143; actives 0.3% (n = 340,000); cells, luminescence; in the data active = activation above about 18%;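 note: 0% = vehicle-treated cells and 100% = reference agonist; values of inactives mirror those of a sister screen read the other way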
Tat export inh: E. coli Tat transport inhibition; actives 0.036% (n = 340,000); AID 488895; E. coli MC4100 TorA-mCherry Tat export, fluorescence; inhibition, % at 10 µM;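 active = mean replicate inhibition at least 50% and at least half of replicates individually reaching 50%; inconclusive = only one of the two criteria met; inactive = neither criterion met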;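 note: exported cargo escapes ClpAP degradation while cytoplasmic cargo is degraded and loses fluorescence; 0% = median of neutral control wells and 100% = median of NaSCN control wells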
SUMO Mot1 rescue: SUMOylation pathway inhibition by Mot1-301 growth rescue | S. cerevisiae Mot1-301 growth rescue, ATP luminescence, 38.5C; percent above DMSO median, 100 means doubled | growth rescue, % at 18.8 µM | actives 1% (n = 320,000) | AID 2716;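 active = every valid replicate shows activation above 250% relative to neutral control wells; inactive = the rest, any valid replicate at or below 250%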;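 note: OY570 slx delta 5 strain wells were the positive control but not used for scaling; some compounds called inactive have numbers as strong as hits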
OPRM1-OPRD1 inv: mu-delta opioid heterodimer inverse agonism; P35372+P41143; cell-based MOR-DOR heterodimer luminescence; inhibition, % at 9.3 µM; actives 0.21% (n = 340,000); AID 504357; in the data active = inhibition above about 22%, passing the limit was not always enough;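 note: 0% = cells with DMSO and 100% = wells without cells with DMSO; values of inactives mirror those of a sister screen read the other way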
phage Ecoli inh: E. coli growth loss with phage present | growth absorbance | inhibition, % at 11.9 µM | actives 0.26% (n = 360,000); in the data active = inhibition above about 11%
PfHsp90 set2: reduces growth (ATP signal) of yeast expressing P. falciparum Hsp90 | S. cerevisiae expressing PfHsp90, BacTiter-Glo ATP, 48 h; yeast lacking PDR1 and PDR3 efflux regulators | inhibition, % at 9.4 µM | actives 0.32% (n = 310,000);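 active = every replicate shows inhibition above about 80%, whatever the replicate mean, limit read from the data; inconclusive = mean inhibition reaches the set limit but some replicate falls short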;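 note: 0% = DMSO neutral controls and 100% = 20 µM radicicol positive controls; yeast relying on Plasmodium falciparum Hsp90 in place of its own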
Starred values were filed as active, the others as inactive; ? = inconclusive; / = not tested or not shown; + = active, no number.

smiles	HTR5A inv ag	PKA-R2B activ	Ecoli viability	AddAB inh	PKA-R1A activ	OPRM1-OPRD1 ag	Tat export inh	SUMO Mot1 rescue	OPRM1-OPRD1 inv	phage Ecoli inh	PfHsp90 set2
COc1ccc(C(=O)C2CCN(C(=S)NCC3CCCO3)CC2)cc1 (stereo not drawn)	16	2	0.5	2.2	0	-0.8	3	-1	4	0.8	-20
COc1ccccc1NC(=O)CC(=O)c1ccccc1	-14	0	1.9	2.3	2	-3.9	8	115	17	4.1	0
CCN(CC)S(=O)(=O)c1ccc(Oc2ccccc2OC)cc1	-13	-2	2.6	-0.2	-5	-1.4	-3	-13	8	0.0	-2
OC(CNCCc1ccccc1)c1ccccc1 (stereo not drawn)	14	-4	1.6	2.0	5	-2.5	-15	-2	14	1.8	-7
Cc1ccc(NC(=O)CSc2ncc3ccccn23)cc1	7	1	2.0	0.0	9	0.5	0	4	-2	0.0	5
CCCCn1c(N)c(N(CC(C)C)C(=O)c2cc3ccccc3cc2OC)c(=O)[nH]c1=O	7	-1	/	/	-7	-1.1	3	/	6	3.5	-24
Cc1cccc(NC(=S)Nc2ccccn2)c1	-2	-10	0.7	2.7	3	-1.3	0	-1	6	2.1	-1
Cc1cccc2cc(C3CC(c4ccco4)=NN3S(C)(=O)=O)c(Cl)nc12 (stereo not drawn)	-2	-2	-2.7	-2.3	3	-0.5	5	-9	2	0.5	-12
Cc1ccc(OS(=O)(=O)c2ccc(N3C(=O)CCC3=O)cc2)cc1	-24	16	-3.1	-0.4	-6	-1.0	3	-8	6	3.6	5
O=C(c1ccc(Cn2cc(Br)cn2)o1)n1cccn1	15	-14	1.3	1.9	-11	-1.6	0	1	9	-0.2	-11
S=C(NC1CC1)N1CCCc2ccccc21	6	0	1.9	-0.2	4	2.0	3	-18	-8	-1.8	-43
CC(C)[C@H](N)c1nnc(SC/C=C/c2ccccc2)o1	11	5	-0.8	-0.6	3	-0.7	-1	-26	3	-0.3	2
CCn1c(SCC(=O)NC2CCCCC2)nnc1C(C)NC(=O)c1ccccc1F (stereo not drawn)	3	3	1.9	3.8	-6	-2.4	-4	+	13	-0.8	24
Cc1cccc(Oc2sc(C(=O)c3ccccc3)c(N)c2C#N)c1C	14	0	1.3	5.3	-11	4.6	2	-5	-23	1.7	/
CC(C)(C)N(Cc1ccccc1)C(=O)COC(=O)CNS(=O)(=O)c1ccc2ccccc2c1	-21	10	-0.2	1.5	-3	3.9	-1	-3	-16	2.5	-9

Next section.
smiles	HTR5A inv ag	PKA-R2B activ	Ecoli viability	AddAB inh	PKA-R1A activ	OPRM1-OPRD1 ag	Tat export inh	SUMO Mot1 rescue	OPRM1-OPRD1 inv	phage Ecoli inh	PfHsp90 set2
Cc1ccc(C(=O)CNc2ccc(F)cc2)cc1	20	-5	1.2	-0.4	-11	-8.2	-8	12	43*	4.9	-4
O=C(Nc1ccc(N2CCCCCC2)cc1)c1ccccc1Cl	-7	-7	3.0	1.8	-7	0.2	9	0	-1	4.2	-18
O=C(Nc1cccc(-c2ccc(F)cc2)c1)C1CCCN(Cc2cccnc2)C1 (stereo not drawn)	-5	-7	0.2	3.7	-6	-1.3	-4	-30	8	-1.2	-1
Cc1ccc2cc(C#N)c(N3CCCC3)nc2c1C	1	-13	-1.4	-0.6	5	-2.1	8	10	11	2.8	-12
C=CCOc1ccc(/C=C/C(=O)N2CCCN(S(=O)(=O)c3c(C)noc3C)CC2)cc1	-7	-11	/	/	-5	-1.8	39	/	9	-0.7	-20
COc1ccc(NC2CC(=O)N(c3ccc(C(=O)O)cc3)C2=O)cc1 (stereo not drawn)	2	-6	4.7	5.4	6	-1.7	4	30	10	2.0	-14
CCOC(=O)N1CCN(S(=O)(=O)c2ccc(C(=O)Nc3nnc(CC)o3)cc2)CC1	13	-8	1.3	3.4	-6	-2.6	6	-32	14	1.3	-25
CCOc1ccccc1C(=O)n1nc2nc(C)cc(C)c2c1N	-3	-3	0.3	4.5	3	-4.0	2	-4	21	2.9	3
CC(C)[C@H](NC(=O)c1ccco1)C(=O)Nc1ccc(OC(F)F)cc1	1	0	-0.7	0.2	2	-3.8	1	10	20	5.9	-5
C=C1CCN([C@H](C(=O)NCc2ccco2)C(C)C)S(=O)(=O)c2ccccc21	-11	-8	-2.0	2.6	4	3.6	1	-11	-20	2.0	-10
CCOc1ccc(-c2csc3ncn(-c4ccc(OC)cc4)c(=O)c23)cc1	12	0	-0.8	1.5	-18	-0.9	4	-12	4	-2.9	5
CCOC(=O)c1c(S(=O)(=O)Nc2ccc(F)cc2C)c(C)n(C)c1C	-1	4	-0.7	1.5	-5	-2.4	-3	-10	13	1.1	-1
O=C(NC1=C(NC2CCS(=O)(=O)C2)C(=O)c2ccccc2C1=O)c1ccccc1 (stereo not drawn)	-5	-7	2.7	4.7	-1	12	-6	4	-60	3.2	5
Cn1c(SCC(=O)NCC2CCCO2)ncc(C(=O)Nc2ccccc2)c1=O (stereo not drawn)	-3	0	0.2	2.7	4	-0.9	2	418*	4	4.3	24
COc1ccc(N2CC(C(=O)NCc3cccnc3)CC2=O)cc1 (stereo not drawn)	-21	-5	2.1	4.2	-10	-2.9	-9	4	16	1.6	-19

(cont.)
smiles	HTR5A inv ag	PKA-R2B activ	Ecoli viability	AddAB inh	PKA-R1A activ	OPRM1-OPRD1 ag	Tat export inh	SUMO Mot1 rescue	OPRM1-OPRD1 inv	phage Ecoli inh	PfHsp90 set2
Cc1ccc(-c2nc(C)sc2CC(=O)O)cc1	17	12	-0.6	3.6	9	-0.9	2	-4	5	-1.7	15
COc1ccc(-c2csc(C3=C(O)CN(CCCN4CCCC4=O)C3=N)n2)cc1OC	25	-1	-2.3	0.7	-4	-0.7	0	1	3	-2.6	-9
COc1ccc(C(=O)COC(=O)c2nc3nccc(C)n3n2)cc1F	-7	-8	-0.5	1.4	0	-2.9	2	-5	12	0.5	-27
Clc1ccc(Cn2nc(-c3ccccc3)nc2-c2ccccc2)cc1	-21	-10	3.2	4.0	-14	3.5	13	-14	-18	4.8	-21
O=C(Oc1cccc(C(=S)N2CCOCC2)c1)c1ccc([N+](=O)[O-])cc1[N+](=O)[O-]	-25	17	-2.3	2.0	6	10.0	0	437	-75	0.9	0
CC(OC(=O)c1ccc(Cl)nc1)C(=O)NC1(C#N)CCCCC1 (stereo not drawn)	-9	5	-0.4	3.8	0	3.6	1	27	-24	3.5	-7
C#CCn1c(S(=O)(=O)Cc2ccc(C)cc2)nc(-c2ccccc2)c1-c1ccccc1	7	-9	4.3	2.8	-5	4.2	3	467	-21	2.2	3
O=C(O)c1ccc(N/N=C/c2cccc(F)c2)cc1	20	9	-0.3	0.0	9	-2.6	0	-4	16	1.5	3
CN(C)S(=O)(=O)N1CCC(Oc2ccc(C(=O)NCc3cnn(C)c3)cc2)CC1	10	10	0.7	0.9	-6	0.2	-14	-18	-1	1.4	7
O=C(CCNS(=O)(=O)c1ccccc1C(F)(F)F)NCCCN1CCOCC1	-20	5	0.7	-2.7	-5	-1.4	?	-2	7	-1.7	-6
Cc1cc(C)n(-c2nc(SCC(=O)N3CCCC3)c3c4c(sc3n2)CCCC4)n1	-34	-5	-2.6	0.6	-3	-1.4	-1	/	7	-1.1	22
CNS(=O)(=O)c1cccc(C(=O)OCc2cc(=O)oc3c(C)c(O)ccc23)c1	-1	-7	-0.8	3.3	-1	0.9	0	-4	-8	1.2	-13
COCCN(CCOC)c1nc(-c2ccc([N+](=O)[O-])cc2)nc2ccccc12	0	0	1.3	-0.2	-10	-1.7	-11	-1	8	1.5	9
COc1ccc(N2CCN(C(=O)C(=O)c3c[nH]c4ccccc34)CC2)cc1	7	-6	4.0	1.6	-2	-3.0	0	13	15	1.4	-7
Cc1ccc(-c2nnc(SCC(=O)NC3CC3)n2N)cc1	0	-1	-0.3	1.9	-4	1.3	-5	0	-7	1.8	17

Complete entries, looked up by structure. Values in the order: HTR5A inv ag	PKA-R2B activ	Ecoli viability	AddAB inh	PKA-R1A activ	OPRM1-OPRD1 ag	Tat export inh	SUMO Mot1 rescue	OPRM1-OPRD1 inv	phage Ecoli inh	PfHsp90 set2
Cc1cc(C)n(-c2nc(SCC(=O)N3CCCC3)c3c4c(sc3n2)CCCC4)n1 is listed as -34	-5	-2.6	0.6	-3	-1.4	-1	/	7	-1.1	22
O=C(CCNS(=O)(=O)c1ccccc1C(F)(F)F)NCCCN1CCOCC1 is listed as -20	5	0.7	-2.7	-5	-1.4	?	-2	7	-1.7	-6

Next section:
smiles	HTR5A inv ag	PKA-R2B activ	Ecoli viability	AddAB inh	PKA-R1A activ	OPRM1-OPRD1 ag	Tat export inh	SUMO Mot1 rescue	OPRM1-OPRD1 inv	phage Ecoli inh	PfHsp90 set2
O=C(COC(=O)CCS(=O)(=O)c1ccc(Cl)cc1)NC1CCCCC1	11	0	-0.7	-2.5	-4	-2.3	-6	-2	14	0.2	-10
Cn1c(CCN2CCCC2)nc2cc(NS(=O)(=O)c3ccc(Cl)cc3)ccc21	-9	2	0.6	-0.7	-7	-1.4	-1	9	7	1.4	0
COc1ccc(Cc2noc(-c3ccccc3)n2)cc1OC	-20	-13	-0.1	1.4	-16	0.3	1	200	-2	4.0	12
Cc1csc(SCC(=O)NC(=O)C2CCCCC2)n1	-15	-5	1.3	2.2	-1	1.3	-1	/	-7	3.0	38
Cc1ccc(C(=O)NNC(=O)c2ccncc2)cc1S(=O)(=O)N1CCCCC1	-2	-6	-1.8	-0.3	1	-2.1	1	5	14	-0.2	11
Cc1ccc(S(=O)(=O)N(CC(=O)N2CCC(C)CC2)c2cccc(C)c2)cc1	9	8	0.8	3.2	-3	-1.6	7	5	9	-1.6	2
O=C1[C@@H]2[C@@H]3C[C@@H]([C@H]4ON=C(c5ccc(Cl)cc5Cl)[C@@H]34)[C@@H]2C(=O)N1C1CCCCC1	3	-13	0.6	1.8	-8	1.5	14	26	-9	3.6	-1
